Bioassay records: PubChem BioAssay, National Center for Advancing Translational Sciences (NCATS)
ELG1 genotoxic = induces genotoxicity in HEK293T cells with luciferase-tagged ELG1; HEK293T ELG1-luciferase reporter, luminescence, 16 h; Potency, µM (highest dose often 46 µM), without a hit: at the top dose activity change, positive = activation, actives largely listed as activators; AID 504466; 330,000 tested, 1.3% active; further: % of control where 0% means no effect; nearly all actives have a fitted effect of over 60% in size
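Genotoxicity was scored as increased ELG1-luciferase reporter signal, measured by ONE-Glo luminescence (30 min, room temperature). Compound or vehicle exposure of the HEK293T reporter cells lasted 16 hr at 37°C.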
RORg inh = inhibitors of mouse ROR gamma transcriptional activity; Drosophila S2 Gal4-RORgamma UAS-luciferase reporter, 20 h; Potency, µM (titrated, usually from 53.6 µM), inactives show top-dose activity change, negative = inhibition, most hits filed as inhibitors; 310,000 tested, 5.4% active; AID 2551; further: on the % scale 0 is the no-effect control and ±100 the full control effect; nearly all actives have a fitted effect of over 60% in size
Target sequence (P51450 whole entry, looked up, the tested form may be a part): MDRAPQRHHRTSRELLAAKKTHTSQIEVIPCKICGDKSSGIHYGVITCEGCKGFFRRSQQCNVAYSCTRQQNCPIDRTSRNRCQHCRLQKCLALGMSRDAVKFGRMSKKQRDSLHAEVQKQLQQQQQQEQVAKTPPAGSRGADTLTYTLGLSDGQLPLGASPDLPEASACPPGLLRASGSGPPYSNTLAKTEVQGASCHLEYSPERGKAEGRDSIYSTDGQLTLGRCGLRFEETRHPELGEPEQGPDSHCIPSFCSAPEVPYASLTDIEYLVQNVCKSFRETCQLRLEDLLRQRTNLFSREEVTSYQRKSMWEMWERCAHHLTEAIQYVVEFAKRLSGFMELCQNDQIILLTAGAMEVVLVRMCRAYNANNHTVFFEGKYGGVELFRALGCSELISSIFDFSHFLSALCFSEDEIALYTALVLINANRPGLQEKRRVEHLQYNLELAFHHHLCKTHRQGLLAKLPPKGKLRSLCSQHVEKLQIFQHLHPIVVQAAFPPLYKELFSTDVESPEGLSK
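Read-out: Photinus luciferase luminescence; inhibitors lower reporter signal. Insect Schneider cells with Gal4-ROR gamma fusion under metallothionein promoter, UAS reporter; 700 uM final copper sulfate induction, 20 hr, ambient temperature.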
FLuc counter = firefly luciferase modulation, counter-screen for miR-21 project; P08659; purified FLuc, Km substrates, luminescence inhibition; Potency, µM (titrated, usually from 57.5 µM), without a hit: top-dose activity change, negative = inhibition, actives largely listed as inhibitors; 360,000 tested, 6.9% active;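 further: plate controls were vehicle for no effect and reference inhibitor for full effect; nearly all actives have a fitted effect of over 55% in size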
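Purified P. pyralis luciferase (10nM final) with 10uM D-luciferin and 10uM ATP (Km levels) in 50mM Tris acetate pH 7.5, 10mM Mg acetate, 0.01% Tween-20, 0.05% BSA; qHTS 6-point titration, ~60 µM downward; luminescence read.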
Rab9 promoter act = Rab9 promoter activation | Huh7 Rab9 promoter-luciferase reporter, luminescence, 24 h | Potency, µM (top dose mostly 9.22 µM), for inactives: at the highest dose activation, negative = inhibition, usual class: activators | 320,000 tested, 2.8% active; further: % of control where 0% means no effect; nearly all actives have a fitted effect of over 60% in size
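Promoter activation is measured as luciferase luminescence in Huh7 cells stably transfected with a Rab9 promoter–luciferase construct, following 24 h compound exposure at 37 °C and 10 min reagent incubation at ambient temperature.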
VP16 counter = Gal4-VP16 reporter inhibition counter-screen. Drosophila S2 Gal4-VP16 UAS-luciferase, luminescence, 20 h. 310,000 tested, 3.5% active. AID 2546. Potency, µM (top dose mostly 53.6 µM), for inactives: top-dose activity, negative = inhibition, usual class: inhibitors;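 further: Gal4-VP16 expression switched on by copper sulfate through the metallothionein promoter; on the % scale 0 is the no-effect control and ±100 the full control effect; nearly all actives have a fitted effect of over 50% in size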
CXXC DNA block = inhibitors of human MLL CXXC domain-DNA interaction | AID 2662 | 290,000 tested, 0.037% active | MLL-CXXC / FITC-HOXA9 DNA fluorescence polarization | Potency, µM (highest dose often 115 µM), for the others: at the highest dose activity change, negative = inhibition, actives largely listed as inhibitors; active means well fitted inhibition curve with a large enough effect in the polarisation, with a control signal flat, not every such curve was filed as active; inconclusive means small, poorly fitted or top-dose-only effect, or effect the other way, or a change in a side signal; inactive means no such curve, though single readings can be large or run the other way; the % refers to the polarisation
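Fluorescence polarization: 7 uM MLL-CXXC (stock) preincubated 5 min with compounds, then 50 nM fluorescein-HOX-A9 DNA (stock) added; 30 min ambient. Buffer 50 mM Tris-HCl pH 7.5, 50 mM NaCl, 1 mM DTT, 0.05% BSA.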
NPC1 prom act = activates the NPC1 promoter. Potency, µM (series often up to 9.22 µM), for the others: top-dose activation, usual class: activators. 320,000 tested, 2.4% active. AID 485313. Huh7 NPC1 promoter luciferase reporter, 24 h;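 further: % of control where 0% means no effect; nearly all actives have a fitted effect of over 60% in size; reporter is driven by a mutant NPC1 promoter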
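Stably transfected Huh7 (NPC1 promoter→luciferase), 1500 cells/well in Opti-MEM + 10% FBS, 2 h settle, then compound 24 h at 37 °C. Luminescence after 10 min with Amplite reagent.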
p53 reactivation = mutant p53 re-activation in reporter cells | H1299 p53-A138V BP100-luciferase reporter, luminescence, 24 h | 320,000 tested, 0.063% active | Potency, µM (highest dose often 92.2 µM), for inactives: at the highest dose activity change, positive = activation, most hits filed as activators; further: % of control where 0% means no effect; nearly all actives have a fitted effect of over 45% in size
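p53-null H1299 cells stably carrying temperature-sensitive p53-A138V and a BP100-luciferase reporter were pinned with compounds (4-point, 1:5 series) and held 24 hrs at 37 deg C. Luminescence was read 10 min after detection reagent.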
MBNL1-CUG inh = blocks human MBNL1 binding to CUG repeat RNA; AID 2675; Potency, µM (titrated, usually from 57.5 µM), for the others: at the top dose activity change, negative = inhibition, usual class: inhibitors; 280,000 tested, 0.036% active; Q9NR56; TR-FRET MBNL1-His/biotin-(CUG)12 binding, 665/545 ratio; active means well fitted inhibition curve with a large enough effect in the signal ratio, with a control signal flat, not every such curve was filed as active; inconclusive means small, poorly fitted or top-dose-only effect, or effect the other way, or a change in a side signal; inactive means no such curve, though single readings can be large or run the other way; the % refers to the signal ratio; further: on the % scale 0 is the no-effect control and ±100 the full control effect
Target sequence (Q9NR56 whole entry, looked up): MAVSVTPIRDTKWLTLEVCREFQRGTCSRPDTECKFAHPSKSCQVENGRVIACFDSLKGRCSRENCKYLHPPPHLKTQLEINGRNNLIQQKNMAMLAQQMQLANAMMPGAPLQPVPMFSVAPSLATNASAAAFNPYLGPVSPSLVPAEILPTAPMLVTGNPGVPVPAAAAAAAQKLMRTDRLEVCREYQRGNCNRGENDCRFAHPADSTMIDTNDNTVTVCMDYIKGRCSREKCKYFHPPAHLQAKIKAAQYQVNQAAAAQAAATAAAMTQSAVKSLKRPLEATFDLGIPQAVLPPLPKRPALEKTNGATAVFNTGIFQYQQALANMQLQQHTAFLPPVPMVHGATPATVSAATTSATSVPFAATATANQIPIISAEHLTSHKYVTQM
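TR-FRET readout: Ex 340 nm, 665/545 nm emission ratio, normalized to buffer-only (basal) and MBNL1-(CUG)12 controls. Complex of MBNL1-His with Biotin-(CUG)12, compounds 92 nM–58 uM, incubated 60 min at room temperature.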
BRCA1 expr act = BRCA1 expression activation; AID 624202; 380,000 tested, 1.1% active; MCF7-BRCA1-FFLuc reporter, luminescence, 48 h; response scale: scaled: vehicle 0%, 10 µM genistein 100%; Potency, µM (titrated, usually from 46.1 µM), for inactives: top-dose activation, most hits filed as activators; further: nearly all actives have a fitted effect of over 80% in size; some results filed as inactive show a strong effect at the top dose
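Quantitative HTS in MCF7 cells stably reporting BRCA1 expression via firefly luciferase. Compound treatment lasts 48 h at 37 °C in phenol-red free MEM. Activation is expressed relative to genistein at 10 microM and DMSO.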
uPA surface inh = blocks generation of uPA at the cell surface; cell surface uPA generation assay, qHTS; Potency, µM (highest dose often 38.3 µM), without a hit: top-dose activity change, negative = inhibition, usual class: inhibitors; 330,000 tested, 0.31% active; AID 540303; active means well fitted inhibition curve with a large enough effect; inconclusive means small, poorly fitted or top-dose-only effect; inactive means no such curve, though single readings can be large or run the other way; tested in mouse RAW 264.7 cells; further: on the % scale 0 is the no-effect control and ±100 the full control effect; nearly all actives have a fitted effect of over 55% in size
* marks the source's active call; other numbers are inactive results. Unless noted, the call rests on the fitted dose curve; in most records, active means well fitted curve in the direction sought with a large enough effect; inconclusive means small, poorly fitted or top-dose-only effect, or another doubt; inactive means no such curve, though single readings can be large; an effect the other way counts as inactive or inconclusive. Potency means the concentration at half of the fitted maximal effect. The list is partial; rates above refer to the full screens.

For CCOC(=O)c1cnn(-c2ccccc2)c1-n1cccc1C(=O)C(=O)Nc1ccc(OC)cc1 the results were ELG1 genotoxic -1.8%, RORg inh 8.6%, FLuc counter -1.6%, Rab9 promoter act 2.1%, VP16 counter 1.7%, CXXC DNA block -8.6%, NPC1 prom act -2.0%, p53 reactivation -0.1%, MBNL1-CUG inh 10.4%, BRCA1 expr act 12.5% and uPA surface inh 9.2%.
CCOC(=O)c1[nH]c2ccc(OC)cc2c1N=CN(C)C was read as ELG1 genotoxic 2.5%, RORg inh 0.8%, FLuc counter -0.5%, Rab9 promoter act 9.3%, VP16 counter 5.0%, CXXC DNA block 25.1%, NPC1 prom act 0.4%, p53 reactivation 2.9%, MBNL1-CUG inh -2.4%, BRCA1 expr act 17.7% and uPA surface inh -0.3%.
N#Cc1ccc(N2CCN(c3ccc(F)cc3)CC2)cc1 was read as ELG1 genotoxic -0.2%, RORg inh -7.1%, FLuc counter 3.5%, Rab9 promoter act -3.8%, VP16 counter 1.4%, CXXC DNA block 2.1%, NPC1 prom act -3.5%, p53 reactivation 1.3%, MBNL1-CUG inh 2.4%, BRCA1 expr act -20.3% and uPA surface inh -5.9%.
For CC(C(=O)O)N(C(=O)c1ccccc1)c1ccc(F)cc1 (stereo not drawn) the results were ELG1 genotoxic -1.1%, RORg inh -8.0%, FLuc counter 1.9%, Rab9 promoter act -6.3%, VP16 counter -9.0%, CXXC DNA block 4.3%, NPC1 prom act -3.3%, p53 reactivation 2.8%, MBNL1-CUG inh -2.5%, BRCA1 expr act -0.9% and uPA surface inh 2.8%.
CN(C)S(=O)(=O)c1cccc(NC(=O)c2ccccc2OCc2ccc(F)cc2)c1 was read as ELG1 genotoxic -12.1%, RORg inh -43.5%, FLuc counter 0.9%, Rab9 promoter act 0.9%, VP16 counter -2.8%, CXXC DNA block 4.5%, NPC1 prom act -6.5%, p53 reactivation 1.8%, MBNL1-CUG inh -0.9% and BRCA1 expr act -26.1%.
C=CCn1c(=O)/c(=C2/SC(C)=C(C)N2CC)s/c1=C1/C(=O)N(CC)C(=S)N1c1ccccc1 was read as ELG1 genotoxic 1.1%, RORg inh -18.9%, FLuc counter -0.2%, Rab9 promoter act -2.7%, VP16 counter 8.2%, CXXC DNA block 7.2%, NPC1 prom act -1.0%, p53 reactivation 4.3%, MBNL1-CUG inh 12.1%, BRCA1 expr act -10.1% and uPA surface inh 1.4%.
For COc1ccc2[nH]c(=O)c(CN(CC3CCCO3)C(=S)Nc3ccc(C)cc3)cc2c1 (stereo not drawn) the results were ELG1 genotoxic 0.4%, RORg inh -0.5%, FLuc counter 0.7%, Rab9 promoter act 0.2%, VP16 counter 1.6%, CXXC DNA block -2.3%, NPC1 prom act -4.0%, p53 reactivation 2.4%, MBNL1-CUG inh 3.2%, BRCA1 expr act -52.9% and uPA surface inh 10.3%.
For CCOC(=O)C(CCC(=O)O)(CCC(C)C)c1csc(N)n1 (stereo not drawn) the results were ELG1 genotoxic 2.1%, RORg inh 0.3%, FLuc counter 2.0%, Rab9 promoter act -7.0%, VP16 counter -4.7%, CXXC DNA block 6.8%, NPC1 prom act 1.4%, p53 reactivation -5.5%, MBNL1-CUG inh -9.3%, BRCA1 expr act -3.2% and uPA surface inh 3.2%.
For COCCCNC(=O)CN(Cc1ccccc1)S(=O)(=O)c1ccccc1 the results were ELG1 genotoxic 0.4%, RORg inh 3.9%, FLuc counter 0.5%, Rab9 promoter act -0.9%, VP16 counter -0.6%, CXXC DNA block 7.0%, NPC1 prom act -6.9%, MBNL1-CUG inh -0.6%, BRCA1 expr act -11.2% and uPA surface inh -0.6%.
Screening CCOc1ccc2[nH]c(=O)c(CN(Cc3ccc(C)cc3)C(=O)N3CCCC3)cc2c1 returned ELG1 genotoxic 1.3%, RORg inh -8.4%, FLuc counter 0.6%, Rab9 promoter act 20.6%, VP16 counter -2.2%, CXXC DNA block -6.8%, NPC1 prom act -1.0%, p53 reactivation -7.3%, MBNL1-CUG inh -7.1%, BRCA1 expr act -32.1% and uPA surface inh -2.4%.
Screening CCOC(=O)N1CCN(C(=O)c2cccc(NC(=O)c3ccco3)c2)CC1 returned ELG1 genotoxic 2.4%, RORg inh 12.2%, FLuc counter -13.2%, Rab9 promoter act 3.9%, VP16 counter -1.7%, CXXC DNA block -1.5%, NPC1 prom act 0.5%, p53 reactivation 5.9%, MBNL1-CUG inh -4.0%, BRCA1 expr act -10.1% and uPA surface inh 0.1%.
For O=C(CN1C(=O)NC2NC(=O)NC21)NN=C1CCCC1 (stereo not drawn) the results were ELG1 genotoxic -1.5%, RORg inh 12.4%, FLuc counter 8.9%, Rab9 promoter act -3.5%, VP16 counter -3.0%, CXXC DNA block 4.9%, NPC1 prom act 0.5%, p53 reactivation -2.1%, MBNL1-CUG inh -24.3%, BRCA1 expr act 8.2% and uPA surface inh 14.9%.
CC(=O)NC(CSc1cc(C)nc2ccc(Br)cc12)C(=O)O (stereo not drawn) was read as ELG1 genotoxic -0.1%, RORg inh -4.3%, FLuc counter 4.6%, Rab9 promoter act 1.2%, VP16 counter 1.8%, CXXC DNA block -2.4%, NPC1 prom act -4.0%, p53 reactivation -2.0%, MBNL1-CUG inh 21.4%, BRCA1 expr act 3.6% and uPA surface inh -8.0%.
Cc1c(Br)c([N+](=O)[O-])nn1CC(=O)Nc1ccc(C(C)C)cc1 was read as ELG1 genotoxic -8.4%, RORg inh inconclusive, FLuc counter 3.6%, Rab9 promoter act 2.4%, VP16 counter inconclusive, CXXC DNA block -8.3%, NPC1 prom act -1.0%, p53 reactivation 10.8%, MBNL1-CUG inh 8.8%, BRCA1 expr act -41.0% and uPA surface inh 6.4%.
CN(C)c1nc(N)nc(CSc2ccccn2)n1 was read as ELG1 genotoxic 14.5%, RORg inh 5.3%, FLuc counter -0.2%, Rab9 promoter act -1.3%, VP16 counter 10.8%, CXXC DNA block 9.0%, NPC1 prom act 0.1%, p53 reactivation 3.9%, MBNL1-CUG inh -3.2% and BRCA1 expr act 40.7%.
`COc1ccc(NC(=S)NN2CCN(C)CC2)cc1OC` gave ELG1 genotoxic 3.5%, RORg inh -12.0%, FLuc counter -0.6%, Rab9 promoter act 3.3%, VP16 counter -3.2%, CXXC DNA block -7.6%, NPC1 prom act -1.9%, p53 reactivation 1.2%, MBNL1-CUG inh inconclusive, BRCA1 expr act -12.8% and uPA surface inh 5.8%.
C=CCOc1c(OC)cc(/C=N/Nc2cccc(C(=O)O)c2)c(Br)c1Br was read as ELG1 genotoxic inconclusive, RORg inh 2.6%, FLuc counter inconclusive, Rab9 promoter act 3.16µM*, VP16 counter 4.7%, CXXC DNA block -4.9%, NPC1 prom act 2.51µM*, p53 reactivation inconclusive, MBNL1-CUG inh 10.5%, BRCA1 expr act inconclusive and uPA surface inh -9.9%.
Screening CCN(CC)CCn1c2c(c(SCC(=O)Nc3ccc4c(c3)OCO4)nc1=O)CCC2 returned ELG1 genotoxic 4.9%, FLuc counter 6.1%, Rab9 promoter act -6.1%, NPC1 prom act 2.7%, p53 reactivation 1.4%, BRCA1 expr act -32.2% and uPA surface inh -3.6%.
Screening O=C(NC1CCCCC1)c1cc(-n2cnnc2)ccc1Cl returned ELG1 genotoxic 2.5%, RORg inh 6.4%, FLuc counter -1.7%, Rab9 promoter act 2.3%, VP16 counter 3.7%, CXXC DNA block -6.5%, NPC1 prom act -2.9%, p53 reactivation 10.9%, MBNL1-CUG inh -6.3%, BRCA1 expr act 8.4% and uPA surface inh 2.6%.
Screening O=C(COc1cccc2c1CCNC2=O)Nc1ccc(Cl)cc1 returned ELG1 genotoxic 27.9%, FLuc counter 1.3%, Rab9 promoter act -3.6%, NPC1 prom act 0.4%, p53 reactivation -5.7%, BRCA1 expr act -3.0% and uPA surface inh 1.4%.
For Cn1c2ccccc2c2n[nH]c(=O)nc21 the results were ELG1 genotoxic -2.8%, RORg inh -2.2%, FLuc counter -1.3%, Rab9 promoter act -9.2%, VP16 counter 2.4%, CXXC DNA block -9.7%, NPC1 prom act -7.7%, p53 reactivation 4.0%, MBNL1-CUG inh inconclusive, BRCA1 expr act -1.6% and uPA surface inh -1.2%.
`CCCCN(C)CCNC(=O)C(=O)c1c(C)[nH]c2ccccc12` gave ELG1 genotoxic 0.6%, RORg inh 3.8%, FLuc counter -0.4%, Rab9 promoter act -8.2%, VP16 counter 16.9%, CXXC DNA block 1.1%, NPC1 prom act -1.3%, p53 reactivation 1.3%, MBNL1-CUG inh 3.1%, BRCA1 expr act -8.2% and uPA surface inh 1.5%.
